High-throughput results as filed in PubChem BioAssay.
ALOX15 inhib: qHTS Assay for Inhibitors of 15-hLO (15-human lipoxygenase) | Polyunsaturated fatty acid lipoxygenase ALOX15 (Homo sapiens), P16050 | purified 15hLO-1, xylenol orange hydroperoxide absorbance | Potency, µM (series often up to 57.1 µM), without a hit: at the top dose activity change, negative = inhibition, actives largely listed as inhibitors | 1.4% of 74,000 active; also: potency is read from the fitted curve at half-maximal effect; % is scaled to controls: 0 for no effect and ±100 for the full control effect; nearly all actives have a fitted effect of over 55% in size
Target sequence (P16050 whole entry, looked up): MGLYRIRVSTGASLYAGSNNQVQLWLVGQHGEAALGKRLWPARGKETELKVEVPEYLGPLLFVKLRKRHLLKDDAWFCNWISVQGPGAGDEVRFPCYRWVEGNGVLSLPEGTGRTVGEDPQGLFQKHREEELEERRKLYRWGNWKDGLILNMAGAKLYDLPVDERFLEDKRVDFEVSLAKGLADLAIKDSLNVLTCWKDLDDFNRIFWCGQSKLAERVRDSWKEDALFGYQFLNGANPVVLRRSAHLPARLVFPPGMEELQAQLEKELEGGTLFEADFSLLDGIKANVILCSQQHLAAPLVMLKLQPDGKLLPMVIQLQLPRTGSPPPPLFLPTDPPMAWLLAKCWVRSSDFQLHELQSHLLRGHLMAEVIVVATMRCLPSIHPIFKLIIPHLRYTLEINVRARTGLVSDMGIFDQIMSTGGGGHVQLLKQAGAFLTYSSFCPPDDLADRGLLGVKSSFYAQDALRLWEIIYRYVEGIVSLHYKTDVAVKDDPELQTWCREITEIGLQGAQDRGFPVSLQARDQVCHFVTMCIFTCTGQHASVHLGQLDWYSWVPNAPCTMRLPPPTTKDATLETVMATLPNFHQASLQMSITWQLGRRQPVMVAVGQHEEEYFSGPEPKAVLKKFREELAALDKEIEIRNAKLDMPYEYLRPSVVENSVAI
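Compounds were preincubated 15 min at room temperature with 40 nM purified human enzyme (25 mM Hepes pH 7.5, 0.01% Triton X-100); 50 uM arachidonic acid reacted 6 min. Fe-xylenol orange detection, 30 min, absorbance ratio 573/405 nm.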
Epigenetic mod: qHTS Assay for Epigenetic Modulators; Potency, µM (highest dose often 46.1 µM), without a hit: at the top dose GFP derepression (activation); 0.09% of 68,000 active; mouse C127i GFP locus derepression, cytometry, 30 h; also: % of control where 0% means no effect
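Read-out is the number of GFP-positive cells, scored as fluorescent objects 20 to 120 um wide, reflecting derepression of a silenced CMV-GFP reporter in murine C127i cells after 30 h compound exposure at 37 C.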
Fluorescein fluor: qHTS Assay for Spectroscopic Profiling in Fluorescein Spectral Region; Compound autofluorescence, 480/540 nm, fluorescein-equivalent; active compounds read high; AID 593, 2007; max fluorescein-equivalent concentration, M; 0.91% of 59,000 active; in the data active = max fluorescein-equivalent concentration above about 10 nM; inconclusive = between about 1.1 nM and that limit
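Autofluorescence profiling; 100 mM Tris, pH 8.0; incubation 15 min at RT; ex/em 480/540 nm; result as fluorescein-equivalent concentration.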
Ub-GFP proteasome: Ubiquitin-GFP Assay; Potency, µM (series often up to 45.9 µM), without a hit: at the highest dose activation (GFP accumulation), hits mostly activators; AID 526, 2006; 67,000 tested, under 10 active; Ubiquitin-GFP reporter cells, proteasome inhibition, GFP fluorescence; response scale: untreated = 0%, 10 µM MG-132 = 100%; active = well fitted activation curve with a large enough effect, not every such curve was filed as active; inconclusive = small, poorly fitted or top-dose-only effect, or another doubt; inactive = no such curve, though single readings can be large or run the other way; also: potency is read from the fitted curve at half-maximal effect
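U2OS cells stably expressing ubiquitin(G76V)-GFP, seeded overnight in 0.5% FBS medium, were exposed to compounds (qHTS, 46 uM to 2.9 nM) for 4 hr at 37 °C. GFP-positive cells were counted by laser cytometry (488 ex/515 em), normalized between basal and 10 uM MG-132.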
Rhodamine fluor: qHTS Assay for Spectroscopic Profiling in Rhodamine Spectral Region; max dye-equivalent concentration, M; AID 594, 2007; Rhodamine-region fluorescence, 547/598 nm, Tris buffer; active compounds read high; 0.05% of 59,000 active; in the data active = max dye-equivalent concentration above about 11 nM; inconclusive = between about 1.1 nM and that limit
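Steps: pin-transfer compounds into pH 8.0 Tris (100 mM), hold 15 min at room temperature, image with a 547/598 nm filter pair, and convert intensities to rhodamine-equivalent concentration using a six-point on-plate rhodamine series.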
DNA Pol III inh: qHTS Assay for Inhibitors of DNA Polymerase III Holoenzyme System. 0.25% of 71,000 active. reconstituted DNA polymerase III holoenzyme replication, biochemical. Potency, µM (highest dose often 57.1 µM), for inactives: at the top dose activity change, negative = inhibition. AID 603, 2007; also: potency is read from the fitted curve at half-maximal effect; % is scaled to controls: 0 for no effect and ±100 for the full control effect
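Reconstituted *E. coli* holoenzyme (0.35 nM Pol III, 1 nM beta, 154 nM SSB, 2 nM primase) was preincubated with compound for 15 min at RT. Synthesis on 1.4 nM ssM13Gori ran 35 min, then was stopped with PicoGreen/EDTA and read as dsDNA fluorescence.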
Hsp90 Hop PPI: qHTS Assay for Disrupters of an Hsp90 Co-Chaperone Interaction; 0.44% of 71,000 active; Potency, µM (highest dose often 57 µM), for the others: at the top dose activity change, negative = inhibition; Hsp90 C-terminal peptide / TPR2A (Hop) interaction, human; AlphaScreen TPR2A-His6 binding biotin-Hsp90 C-terminal peptide; active = well fitted curve in either direction with a large enough effect; inconclusive = small, poorly fitted or top-dose-only effect, or another doubt; also: potency is read from the fitted curve at half-maximal effect; % is scaled to controls: 0 for no effect and ±100 for the full control effect; many of its hits are not listed in these tables
4MU fluor: qHTS Assay for Spectroscopic Profiling in 4-MU Spectral Region | max dye-equivalent concentration, M | 11% of 59,000 active | compound autofluorescence, 340/450 nm, 4-MU equivalents; active compounds read high; in the data active = max dye-equivalent concentration above about 10 nM; inconclusive = mostly about 1.1 nM to 9.6 nM
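Intrinsic fluorescence at 340/450 nm (ex/em) was read after 15 min at room temperature in pH 8.0, 100 mM Tris. Each compound concentration expressed as 4-MU-equivalent concentration from a six-point 4-MU standard series on each plate.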
HADH2 inh: qHTS Assay for Inhibitors of HADH2 (Hydroxyacyl-Coenzyme A Dehydrogenase, Type II). Potency, µM (doses to about 57.1 µM), without a hit: at the highest dose activity change, negative = inhibition, most hits filed as inhibitors. 3.4% of 73,000 active. recombinant HADH2, NADH fluorescence, beta-hydroxybutyryl-CoA. 3-hydroxyacyl-CoA dehydrogenase type-2 (Homo sapiens), Q99714. AID 886, 2007; also: potency is read from the fitted curve at half-maximal effect; % is scaled to controls: 0 for no effect and ±100 for the full control effect; nearly all actives have a fitted effect of over 60% in size; many of its hits are not listed in these tables
Target sequence (Q99714 whole entry, looked up, one chain of several): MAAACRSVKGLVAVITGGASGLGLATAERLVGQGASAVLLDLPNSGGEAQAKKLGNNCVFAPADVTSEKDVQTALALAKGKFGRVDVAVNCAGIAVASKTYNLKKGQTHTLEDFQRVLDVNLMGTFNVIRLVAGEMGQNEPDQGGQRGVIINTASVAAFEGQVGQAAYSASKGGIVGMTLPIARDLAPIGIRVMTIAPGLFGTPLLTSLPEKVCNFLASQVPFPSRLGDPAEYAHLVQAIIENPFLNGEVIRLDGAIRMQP
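Activity measured as NADH fluorescence gain (360/450 nm), taken as the change between first and last reads of a 4-min kinetic run. Conditions: pH 9.0 Tris buffer, 20 nM E. coli-expressed His-tagged enzyme, 1 mM NAD+, 90 uM beta-hydroxybutyryl-CoA; 15-min compound preincubation.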
Texas Red fluor: qHTS Assay for Spectroscopic Profiling in Texas Red Spectral Region; Compound fluorescence, Texas Red channel, 547/618 nm; active compounds read high; max dye-equivalent concentration, M; 0.06% of 59,000 active; in the data active = max dye-equivalent concentration above about 10 nM; inconclusive = between about 1.1 nM and that limit
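Dye-equivalent concentrations come from scaling compound signal (ex 547, em 618 nm) to six Texas Red standard concentrations run on every plate, after 15 min room-temperature incubation in pH 8.0 Tris (100 mM).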
HBB splicing: qHTS Assay for Modulators of Hemoglobin Beta Chain Splicing; HBB splicing reporter cell assay, activation; EGFP reporter with mutant IVS2-654 intron; response scale: normalised to 500 nM splice-correcting PNA; Potency, µM (highest dose often 46.1 µM), for inactives: top-dose activation, hits mostly activators; 0.06% of 65,000 active; AID 925, 2007; also: potency is read from the fitted curve at half-maximal effect; 0% is about no effect
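Compounds were applied for 2 days to HeLa EGFP-654 cells, 500/well in Optimem with 2% FCS. The reporter's EGFP is disrupted by mis-splicing of beta-globin intron IVS2-654. Readout: summed well GFP fluorescence from 488 nm laser scanning; reference was 500 nM antisense […] 654 PNA.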
An asterisk follows results filed as active; i = inactive; ? = inconclusive; nt = no result given; [ ] = dose if it differs, or a comment. Unless noted, calls follow the shape of the dose curve; as a rule, active = well fitted curve in the direction sought with a large enough effect; inconclusive = small, poorly fitted or top-dose-only effect, or another doubt; inactive = no such curve, though single readings can be large; an effect the other way counts as inactive or inconclusive.

SMILES | ALOX15 inhib | Epigenetic mod | Fluorescein fluor | Ub-GFP proteasome | Rhodamine fluor | DNA Pol III inh | Hsp90 Hop PPI | 4MU fluor | HADH2 inh | Texas Red fluor | HBB splicing
O=C1CC(N2CCC(c3nc4ccccc4o3)CC2)C(=O)N1Cc1cccs1 (stereo unspecified) | -1% | 8% | i | -3% | i | 1% | -2% | i | 2% | i | -1.1%
COc1ccc(CCNS(=O)(=O)c2ccc3c(c2)CC(C)N3C(C)=O)cc1OC (stereo unspecified) | 3% | -1% | ? | -3% | i | -1% | -2% | i | -4% | i | -4.5%
CCCC(c1nnnn1Cc1ccc(OC)cc1)N1CCN(c2ccccc2OC)CC1 (stereo unspecified) | -10% | 3% | i | 3% | i | 8% | -2% | i | -2% | i | -0.2%[57.5 µM]
Nc1ncn([C@@H]2O[C@@H](CO)[C@@H](O)[C@H]2O)c(=O)n1 | nt | -1% | i | -3% | i | -1% | -3% | i | -22% | i | 0.7%
O=C(OCCN(CCOC(=O)c1ccncc1)S(=O)(=O)c1cccs1)c1ccncc1 | 10% | -1% | i | 8% | i | -9% | 0% | i | 3% | i | 0.0%
COc1cc(C2CC(=O)C=C(O)C2)cc(OC)c1OC (stereo unspecified) | -4% | 5% | nt | -7% | nt | -2% | -5% | nt | -4% | nt | 3.5%
C/C(=N\O)C(=O)OC1CC(C)CCC1C(C)C (stereo unspecified) | -12% | -2% | nt | 28% | nt | -6% | 0% | nt | -7% | nt | 0.3%[9.22 µM]
COc1cccc(C2=CC(c3ccc(N(C)C)cc3)n3ncnc3N2)c1 (stereo unspecified) | -8% | 4% | ? | 8% | i | 6% | ? | i | -9% | ? | 1.2%[1.84 µM]
O=C(CSc1nc(-c2ccco2)cc(C(F)(F)F)n1)N1CCN(Cc2ccccc2)CC1 | -22% | 0% | nt | -6% | nt | -2% | -2% | nt | -18% | nt | -1.7%
COc1ccc(CC(=O)N2CCNC2=O)cc1 | 5% | 0% | ? | -5% | i | 0% | 0% | 1.1e-07M* | 20µM* | i | -3.3%
CCc1ccc(C2N(c3ccc(OC)cc3)C(=O)C3CCCN32)cc1 (stereo unspecified) | 1% | -2% | nt | 6% | nt | -2% | 1% | nt | 4% | nt | 0.2%
CCCCN(C)CCCNC(=O)c1ccc2c(c1)NC(=O)C(N1CCOCC1)S2 (stereo unspecified) | 2% | -1% | i | 0% | i | -2% | -14% | i | 5% | ? | -1.0%
COC(=O)C1(C)NC(c2ccc(O)cc2)C2C(=O)N(c3ccc4c(c3)OCCO4)C(=O)C21 (stereo unspecified) | 0% | -1% | i | -5% | i | 0% | -3% | i | 0% | ? | nt
COCCN1Cc2cccc(C(=O)Nc3cc(C)cc(C)c3)c2C1=O | 6% | 0% | i | -8% | i | -3% | 8% | 3.3e-08M* | ? | i | 0.3%
CCN(CC)c1ccc(NC(=O)CN2CCN(CC(=O)Nc3ccccc3F)CC2)cc1 | 5% | 4% | i | 2% | i | -8% | -5% | i | -4% | i | -0.9%
Cc1ccc(C(C)C)c(OCC(=O)Nc2ccc(Cl)cn2)c1 | -19% | 0% | i | -1% | i | -2% | 30% | i | -2% | i | -1.0%
Cc1nnc(NC(=O)NCN2C(=O)C3C4C=CC(C4)C3C2=O)s1 (stereo unspecified) | 0% | 2% | ? | 5% | i | 9% | 2% | i | 4% | i | -0.7%
CCOc1cccc(C2C(C(=O)c3ccc(C)o3)=C(O)C(=O)N2c2nccs2)c1 (stereo unspecified) | 11% | 0% | 4.3e-08M* | 5% | i | -3% | -9% | ? | -14% | i | nt
CN(C)S(=O)(=O)c1ccc(N2CCN(S(=O)(=O)c3ccc(F)cc3)CC2)c(Cl)c1 | -7% | 0% | i | 1% | i | -4% | 0% | i | 11% | i | -0.2%[57.5 µM]
COc1ccc2[nH]cc(CCNc3ncnc4ccc(-c5ccoc5)cc34)c2c1 | 6% | 2%[9.22 µM] | ? | 2% | i | -2% | -20% | i | -9% | i | -0.3%
O=C(Oc1ccccc1)N1CCC2(CC1)CCN(c1ccccn1)CC2 | -22% | 0%[9.22 µM] | i | 3% | i | -2% | 0% | i | -27% | i | 0.8%
Cc1cc(N2CCN(c3nc4ccccc4s3)CC2)n2ncnc2n1 | -2% | 1% | i | -6% | i | -3% | -1% | i | ? | i | -3.3%
CN(C)c1ccnc2sc3c(=O)n(Cc4ccccc4)cnc3c12 | 2% | 2% | i | 5% | i | -2% | -4% | 2.8e-08M* | 1% | i | 0.7%[0.369 µM]
CSc1ccc(S(=O)(=O)NCc2ccccc2Cl)cc1 | -17% | 0% | ? | -4% | i | -2% | 5% | i | 2% | ? | 0.1%
C=C(C)C(=O)OCCCCCC | 4% | nt | nt | nt | nt | 6% | 2% | nt | -3% | nt | -0.5%
CCOc1ccc(S(=O)(=O)Nc2cccnc2)cc1 | 4% | 3% | i | -4% | i | 3% | -2% | i | 2% | i | -0.6%
N#CC(C(=O)Nc1cccc(Cl)c1)=C1Nc2ccccc2N1 | -14% | 2% | ? | 3% | i | -7% | -9% | i | -7% | i | -0.2%
O=C(C1CCN(S(=O)(=O)c2cccc3cccnc23)CC1)N1CCN(c2ccccn2)CC1 | -1% | 0% | i | 6% | i | -3% | 0% | i | -3% | i | -3.0%
C=CC(=C)CCC=C(C)C | -3% | nt | nt | nt | nt | -4% | -3% | nt | 6% | nt | 0.0%
Nc1nc(-c2cccnc2)nc(N2CCCCC2)n1 | -2% | 0% | ? | -4% | i | -5% | -3% | i | 1% | i | 1.2%[0.369 µM]
NC(=O)C1CCN(Cc2nc(-c3ccccc3)no2)CC1 | 0% | 2% | i | 3% | i | -1% | -3% | i | 7% | i | 4.7%
CSCCC(C(=O)Nc1ccc2c(c1)OCO2)N1C(=O)c2ccccc2C1=O (stereo unspecified) | -9% | 1% | i | 16% | i | -2% | -4% | i | 11% | i | -4.5%
Cc1ccc(C)c(NC(=O)CCn2nc(C)cc2C)c1 | 21% | -1% | i | 2% | i | 3% | -3% | i | 0% | i | -4.6%
CCOC(=O)c1cc2oc(C(c3nnnn3C3CCCCC3)N3CCOCC3)cc2[nH]1 (stereo unspecified) | -6% | 5% | i | 7% | i | 1% | -17% | i | -2% | ? | nt
COc1cccc(-c2cncnc2NCc2cccnc2)c1 | 16µM* | 6%[9.22 µM] | ? | 2% | i | -8% | -11% | i | ? | i | -0.8%
O=C(CN(CCO)c1ccccc1)NC12CC3CC(CC(C3)C1)C2 | 2% | -2% | i | nt | i | 0% | -6% | i | 11% | i | 1.5%[0.369 µM]
COc1ccc(Br)cc1C1NC(=O)c2c(sc3c2CCN(C)C3)N1 (stereo unspecified) | ? | 4% | ? | 5% | i | 2% | -6% | 5.9e-08M* | -13% | ? | 4.2%[1.84 µM]
CN(Cc1ccco1)c1ncnc2ccc(-c3cccc(C#N)c3)cc12 | -5% | 3%[9.22 µM] | i | 0% | i | -9% | -7% | i | 1% | i | -0.8%
Nc1nc2n(n1)C1(CCCCC1)C1=C(CCCC1)N2 | -7%[11.4 µM] | 0% | nt | 0%[9.17 µM] | nt | -1%[11.4 µM] | -6%[11 µM] | nt | -12%[11.4 µM] | nt | 1.1%[0.0738 µM]
O=C(c1ccc(F)cc1)C1CCN(C(=O)NCc2ccccc2)CC1 | -2% | -5% | i | 0% | i | -4% | 0% | i | 0% | ? | nt

Arranged by the number under Hsp90 Hop PPI (descending): 3 from the list above
mol,Hsp90 Hop PPI
NC(=O)C1CCN(Cc2nc(-c3ccccc3)no2)CC1,-3%
COc1ccc(Br)cc1C1NC(=O)c2c(sc3c2CCN(C)C3)N1 (stereo unspecified),-6%
CN(Cc1ccco1)c1ncnc2ccc(-c3cccc(C#N)c3)cc12,-7%

These rows are one share of the data; rates above refer to the full screens.
